KLK7 zymogen act = activates the human kallikrein-7 zymogen; 370,000 tested, 0.9% active; purified proKLK7, EDANS-DABCYL substrate fluorescence; 100% is mature enzyme control, 0% vehicle; activation, % at 7 µM; P49862;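 active means activation above the mean of all tested compounds plus 3 SD, computed per campaign excluding outliers beyond control limits, cut at about 13% in these data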
Target sequence (P49862 whole entry, looked up): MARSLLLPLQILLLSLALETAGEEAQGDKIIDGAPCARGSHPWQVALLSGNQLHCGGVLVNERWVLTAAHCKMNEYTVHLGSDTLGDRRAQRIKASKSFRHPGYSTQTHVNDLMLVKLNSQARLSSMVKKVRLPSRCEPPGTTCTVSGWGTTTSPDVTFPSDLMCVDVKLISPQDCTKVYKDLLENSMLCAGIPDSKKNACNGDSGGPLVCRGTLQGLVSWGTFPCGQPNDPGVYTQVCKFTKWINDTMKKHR
ssDAF12 agonist = activators of S. stercoralis DAF-12 nuclear receptor | HEK293 ssDAF-12/GRIP1 lit1-tk-luc reporter, luminescence; % of 3 µM dafachronic acid response | activation, % at 6.8 µM | 370,000 tested, 1% active | AID 652126;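 active means activation above the mean over all tested compounds plus 3 SD, cut at about 0.9% in these data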;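 further: 0% = DMSO-only wells and 100% = 3 µM delta7-dafachronic acid wells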
GC-A act = GC-A (human) enzyme activation | P16066 | 370,000 tested, 0.14% active | activation, % at 10 µM | HEK293 GC-A cells, cGMP TR-FRET, EC30 ANP; 0% at EC30 ANP, 100% saturating ANP; in the data active means activation above about 40%
sPLA2-III inh = Blocks human group III sPLA2 activity | QFRET BODIPY PC-A2 liposome hydrolysis, fluorescence | inhibition, % at 12.2 µM | 370,000 tested, 0.56% active;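 active means inhibition above mean plus 3 SD of compounds lying within the high and low control bounds, cut at about 19% in these data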;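 further: 0% = median of test compound wells and 100% = no enzyme DMSO wells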
Target sequence (Q9NZ20 whole entry, looked up): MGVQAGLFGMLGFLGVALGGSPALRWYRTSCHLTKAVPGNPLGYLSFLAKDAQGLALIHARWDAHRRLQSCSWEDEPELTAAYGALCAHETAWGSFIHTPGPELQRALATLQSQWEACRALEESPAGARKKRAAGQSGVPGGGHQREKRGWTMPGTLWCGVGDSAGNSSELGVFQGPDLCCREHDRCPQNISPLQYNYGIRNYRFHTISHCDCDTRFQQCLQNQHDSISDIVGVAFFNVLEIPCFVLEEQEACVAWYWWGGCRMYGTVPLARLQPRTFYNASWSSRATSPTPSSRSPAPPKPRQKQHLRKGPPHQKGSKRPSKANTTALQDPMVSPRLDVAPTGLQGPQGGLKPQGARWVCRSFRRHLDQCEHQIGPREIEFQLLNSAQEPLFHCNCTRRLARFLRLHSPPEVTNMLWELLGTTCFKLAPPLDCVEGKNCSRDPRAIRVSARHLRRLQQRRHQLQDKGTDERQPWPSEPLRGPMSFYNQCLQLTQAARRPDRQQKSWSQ
hgDAF-12 ag = hgDAF-12 agonism, primary luciferase screen. HEK293 GAL4-hgDAF12 UAS-luciferase reporter, agonist luminescence; normalized to butyrate control. activation, % at 6.8 µM. 370,000 tested, 1.8% active. AID 687014;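 active means activation above a cutoff set at the mean of all screened compounds plus 3 SD, cut at about 10% in these data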;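 further: 0% = DMSO wells and 100% = sodium butyrate wells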
SMARCA2 act = activators of SMARCA2 function. 370,000 tested, 1% active. MG213 cells, MMTV-luciferase reporter, dexamethasone, overnight. activation, % at 9.1 µM; in the data active means activation above about 7.8%;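 further: 0% = vehicle wells and 100% = reference activator wells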
DAX1 inh-1 = DAX1 (NR0B1) inhibition, primary screen; HEK293T StAR-luciferase reporter, SF-1/DAX-1 repression relief; 370,000 tested, 1.1% active; inhibition, % at 6.8 µM; AID 652010;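 active means inhibition above the mean over all tested compounds plus 3 SD, cut at about 3.6% in these data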;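 further: 0% = DAX-1 cells with DMSO and 100% = cells lacking DAX-1 with DMSO; higher inhibition means more luminescence from relief of DAX-1 repression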
DAX1 inh-2 = inhibitors of human orphan nuclear receptor DAX1 (NR0B1); HEK293 Gal4-DAX1 luciferase reporter, luminescence; AID 504766; inhibition, % at 6.75 µM; P51843; 340,000 tested, 0.99% active;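 active means inhibition above the mean over all tested compounds plus 3 SD, cut at about 4.2% in these data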;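 further: 0% = DAX1-transfected cells with DMSO and 100% = empty-vector control cells with DMSO; inhibition shows as a rise in luminescence from relieved DAX1 repression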
Target sequence (P51843 207-470 limits assumed): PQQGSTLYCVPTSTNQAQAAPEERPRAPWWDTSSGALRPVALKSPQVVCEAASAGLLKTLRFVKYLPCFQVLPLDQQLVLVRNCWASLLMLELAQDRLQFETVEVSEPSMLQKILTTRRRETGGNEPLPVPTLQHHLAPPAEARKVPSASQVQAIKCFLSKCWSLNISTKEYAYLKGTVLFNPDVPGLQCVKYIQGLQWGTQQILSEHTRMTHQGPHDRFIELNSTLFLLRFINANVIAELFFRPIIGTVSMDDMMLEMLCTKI
FXN GAA850 act = frataxin GAA850 promoter activation | HEK293 lucGAA850 FXN promoter luciferase reporter, 24 h; percent of 10 µM SAHA response | activation, % at 6 µM | 360,000 tested, 0.56% active | AID 540364;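 active means activation above the average of all compounds screened plus 3 SD, cutoff fixed separately per campaign, cut at about 7.5% in these data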;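 further: 0% = DMSO wells and 100% = 10 µM SAHA wells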
NPR2 activator = GC-B (human) receptor activation | HEK293-GC-B cells, CNP EC30, cGMP TR-FRET; 0% at EC30 CNP, 100% saturating CNP | P20594 | activation, % at 10 µM | 370,000 tested, 0.11% active;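 active means activation at 10 µM reaching about 35% in either raw or pattern-adjusted values, limit read from the data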
hcDAF12 agonist = H. contortus DAF-12 activation, primary screen; HEK293 hcDAF-12 lit1-tk-luc reporter, luminescence; 0% DMSO, 100% Δ7-dafachronic acid; activation, % at 6.8 µM; 370,000 tested, 1.4% active; AID 652067;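 active means activation above the mean of all tested compounds plus 3 SD, cut at about 5.5% in these data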;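 further: 100% = response to 3 µM Δ7-dafachronic acid high control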
* = called active by the depositor; nt = no result given. An unsorted share of the library, and some 6.7% of all compounds hit somewhere here.

SMILES	KLK7 zymogen act	ssDAF12 agonist	GC-A act	sPLA2-III inh	hgDAF-12 ag	SMARCA2 act	DAX1 inh-1	DAX1 inh-2	FXN GAA850 act	NPR2 activator	hcDAF12 agonist
CCOC(=O)c1ccc(NC(=O)CN(Cc2ccc(Cl)cc2)S(C)(=O)=O)cc1	-0.5	-1.7	-8	-47	-1.3	-3	-1.3	-1.1	-0.7	-4	0.7
CCC(=O)c1ccc(OCC(=O)N2CCN(c3ncccn3)CC2)cc1	-0.9	-1.2	2	-3	0.3	-3	0.8	-1.3	1.2	-4	1.2
Cc1ccc(NC(=O)Cn2nc(C)c(S(=O)(=O)N(C)C)c2C)cc1	-0.1	-1.1	-3	0	-0.3	-2	0.4	-0.6	1.1	2	-1.3
COc1ccc(Cn2cc(CN3CC(N4CCCCC4)CS3(=O)=O)nn2)cc1 (stereo not given)	-0.1	-0.9	3	2	0.6	6	0.2	nt	nt	6	0.3
COc1cccc(-c2onc3ccc(C4(C)OCCO4)cc23)c1	0.4	-1.7	1	0	1.2	-2	-1.1	1.5	3.0	0	0.9
O=C(CC1Sc2ccccc2NC1=O)Nc1cccc(C(=O)O)c1 (stereo not given)	-0.8	-0.3	1	1	2.1	1	0.3	0.5	0.5	-2	5.1
O=C1CC(c2ccco2)CC(O)=C1C=NCCN1CCN(C(=S)Nc2ccccc2)CC1 (stereo not given)	0.5	-1.5	1	10	1.1	4	-0.3	-0.3	2.7	3	-2.8
CCC(Cc1ccccc1)NS(=O)(=O)c1c(C)nc2sccn2c1=O (stereo not given)	0.7	-0.5	-2	2	2.9	2	0.4	1.2	0.7	2	0.9
Cc1nc(-c2cccc(S(=O)(=O)N3CCCC(C)C3)c2)cs1 (stereo not given)	0.1	-1.1	-2	-10	-0.4	0	-0.3	0.6	1.6	1	0.1
CC1(C)CC(=O)C=C(Nc2cc(-c3ccccc3)[nH]n2)C1	-0.2	-1.1	8	3	1.4	-2	0.0	0.4	-3.4	4	-1.3
Cc1ccccc1C(=O)NC1CCN(Cc2nnnn2Cc2ccc(F)cc2)CC1	0.0	-0.6	-1	1	-0.4	-1	-0.7	-0.5	-2.7	5	-0.3
O=C(N/N=C/c1ccc(N2CCOCC2)cc1)C1CC1	1.7	-1.1	2	5	2.2	2	0.7	-0.1	2.9	0	0.7
Cc1nc(NCCc2ccc(S(N)(=O)=O)cc2)c2c(C)c(C)sc2n1	0.0	-2.3	-1	-3	-7.8	-3	-2.6	-3.9	-0.6	3	-4.7
CCc1cc2c(=O)c(-c3cnn(-c4ccccc4)c3)coc2c(CN2CCOCC2)c1O	-10	-1.1	1	7	-0.9	-3	-0.6	-0.8	-1.5	5	-3.6
COc1ccc(N2C(=O)C3C4C=CC(C5CC45)C3C2=O)c([N+](=O)[O-])c1 (stereo not given)	-0.4	-1.3	5	-1	-2.9	0	1.0	-0.8	1.0	-8	-0.6
CN=C1CC(SC)=C1c1ccc(C)cc1	-0.2	-1.4	-24	-3	-0.7	1	-0.4	1.1	-0.5	-9	-0.5
CCCCC(=O)c1ccc(O)cc1O	-0.6	-1.4	-2	5	0.8	2	0.1	-0.3	-0.2	-3	-1.1
Cc1cc(C)cc(OCc2nnc(SCC(=O)Nc3ccccc3)o2)c1	0.0	-1.3	1	-23	-0.8	-2	0.5	0.1	-1.3	0	1.1
S=C(NCCCN1CCOCC1)Nc1ccc(Cl)cc1Cl	0.2	-1.2	0	5	2.6	-3	-0.1	-0.4	2.0	1	-1.4
N#CC1=C(N)OC2=C(C(=O)CCC2)C1C1C=CCCC1 (stereo not given)	-0.7	-1.1	5	10	-1.2	6	-0.4	-0.7	1.6	6	-1.9
NS(=O)(=O)c1ccc(CCNC(=O)/C=C/c2ccc([N+](=O)[O-])cc2)cc1	-0.2	-1.5	-2	-12	0.8	-1	-0.2	-1.4	-1.2	-1	0.0
CC(OC(=O)c1n[nH]c2ccccc12)C(=O)Nc1ccccc1[N+](=O)[O-] (stereo not given)	-1.0	1.0*	-2	-10	3.5	3	-0.4	-1.0	2.8	7	2.6
O=C(O)/C=C\C(=O)N1CCc2ccccc21	-0.1	0.4	1	4	1.6	1	0.3	1.9	1.5	0	3.8
O=C(Nc1ccn(-c2ccccc2)n1)c1ccc(Cl)cc1	-0.1	-1.2	16	-8	1.4	-1	0.1	-1.5	4.7	-9	-1.8
CCN(CCCNC(=O)CSc1cc(=O)n(C)c2cc(Cl)ccc12)Cc1ccccc1	-0.3	-1.8	-23	1	3.0	2	0.1	1.6	2.7	-12	-3.5
Cc1ccc(C(=O)NCc2ccncc2)cc1S(=O)(=O)Nc1cccc(C)c1C	-0.6	-1.2	-4	-7	0.3	-2	-1.3	-0.4	-1.6	1	-3.0
CCc1nc2ccc(C(=O)N(CC)CCN(C)C)cn2c1N(C=O)CCC(C)C	-0.4	-1.2	1	-1	3.8	-4	0.0	nt	1.1	0	0.0
COc1ccc(C(Nc2ccccn2)c2oc(CO)cc(=O)c2O)cc1 (stereo not given)	-0.9	-0.6	-2	4	0.0	0	-0.2	2.4	2.4	7	-1.2
CC1(C)CC2CC(C)(CN2C(=O)CCCN2C(=O)c3ccccc3C2=O)C1 (stereo not given)	0.2	-1.0	3	-3	0.1	0	-0.1	-1.4	-0.5	-2	-2.0
O=C(Nc1ccc(SC(F)F)cc1)C12CCC(CC1)C2	0.4	-0.5	3	2	8.3	1	0.8	0.1	4.0	-2	0.6

Three of the entries above in order of their number in DAX1 inh-1, rising:
smiles | DAX1 inh-1
COc1ccc(C(Nc2ccccn2)c2oc(CO)cc(=O)c2O)cc1 (stereo not given) | -0.2
O=C(Nc1ccn(-c2ccccc2)n1)c1ccc(Cl)cc1 | 0.1
O=C(Nc1ccc(SC(F)F)cc1)C12CCC(CC1)C2 | 0.8

Next section:
SMILES	KLK7 zymogen act	ssDAF12 agonist	GC-A act	sPLA2-III inh	hgDAF-12 ag	SMARCA2 act	DAX1 inh-1	DAX1 inh-2	FXN GAA850 act	NPR2 activator	hcDAF12 agonist
CSc1ccc(/C=C/C(=O)OCC(=O)NC2CCCC2)cc1	19*	-1.5	1	-6	-1.0	3	0.0	-1.2	0.3	3	-1.9
CN(CCc1ccccn1)C1CCCN(S(=O)(=O)c2ccccc2Cl)C1 (stereo not given)	0.0	-1.6	-1	0	0.9	-3	0.0	0.6	1.5	-4	-2.0
CC1(Cc2cc(Cl)ccc2C(F)(F)F)C(=O)Nc2ccc(-c3ccc(F)c(Cl)c3)cc21 (stereo not given)	0.4	-1.8	-2	-15	0.0	-2	-0.1	nt	0.6	0	0.5
COc1ccc(-n2ncc3c(NCc4cccs4)ncnc32)cc1	1.8	0.2	5	-9	10	4	2.4	1.9	1.1	-8	3.7
Cc1cc(Cl)c2oc(C(=O)N3CCOCC3)c(C)c2c1	-0.3	-0.4	1	6	7.1	3	1.1	2.6	3.1	-3	4.1
O=C(CCc1nnc(CCCc2ccccc2)o1)N1CCCCCC1	0.5	-0.8	2	-1	5.8	2	1.4	5.0*	2.0	-4	2.4
O=C(COC(=O)c1ncc(Cl)c(Cl)c1Cl)Nc1cccnc1Cl	0.5	-0.7	10	20*	1.6	0	2.9	-0.5	-0.1	12	-0.2
N#CCC(CNc1ncc(C(F)(F)F)cc1Cl)OC(=O)c1c(F)cccc1F (stereo not given)	0.2	-1.6	-4	-4	-3.1	0	-0.7	-1.6	-1.0	-4	-2.4
O=C1CCCC2=C1C(c1ccc(O)c(O)c1)c1c(ccc3ncccc13)N2 (stereo not given)	-0.2	-0.3	0	-2	1.4	4	0.1	nt	-1.0	-4	1.0
Clc1ccccc1Sc1cnc2ccccc2n1	-1.4	0.5	2	15	6.2	2	-0.4	0.5	1.1	-3	0.5
O=[N+]([O-])c1ccc2oc(-c3cccc(O)c3)nc2c1	-0.2	3.7*	3	-11	19*	-3	5.2*	0.7	3.9	5	15*
CSc1cccc(NC(=O)CSc2nnc(C)s2)c1	0.0	-1.3	3	-8	1.4	-1	-0.4	-0.6	1.0	-3	-0.3
Cc1cc(Nc2n[nH]c(N)c2C#N)ccc1F	-0.3	-1.8	16	1	5.5	0	0.1	0.7	5.0	-3	0.3
O=C(COc1ccc(/C=N/NS(=O)(=O)c2ccccc2)cc1)NCc1ccccc1	0.4	-1.3	-2	-7	-2.8	0	-0.3	-0.5	1.0	2	-0.2
NNC(=O)c1ccc(NS(=O)(=O)c2ccc(Br)cc2)cc1	-0.2	-1.4	2	-5	0.8	-3	0.0	nt	nt	3	-0.2
CCCn1c(=O)c2sccc2n2c(CCCC(=O)NCc3ccco3)nnc12	-0.2	-0.7	6	3	3.0	-2	0.0	0.8	3.0	-4	-0.1
CCn1c(SCC(=O)NC2CC2)nnc1-c1ccccc1OC	-0.3	-0.6	8	0	3.9	-1	0.0	1.2	-0.6	1	-0.2
O=C(CC1Nc2c3ccccc3nc(=S)n2C1=O)NC1CCCCC1 (stereo not given)	-0.4	-1.3	8	5	-3.4	4	-0.5	nt	nt	6	1.4
COC(=O)c1cc2c(c3c4cc(OC)ccc4n(S(=O)(=O)c4cccc(C)c4)c13)C(=O)N(Cc1ccc(N(C)C)cc1)C2	-1.0	0.7	1	7	1.1	-5	-0.4	nt	nt	3	2.9
O=C(CSC1=Nc2ccccc2C2=NC(CC(=O)N3CCN(c4ccccc4)CC3)C(=O)N12)NCC1CCCO1 (stereo not given)	-0.3	-0.7	0	1	-0.5	-3	-0.2	-0.2	1.4	4	0.7
O=C(NCc1ccccc1)c1nc(-c2cccs2)no1	0.0	-0.8	0	-1	2.8	-2	0.4	0.1	2.1	0	2.1
O=C(Cc1cc(=O)[nH]c(=O)[nH]1)N1CCC(Cc2ccccc2)CC1	0.4	-1.8	-3	-40	4.0	3	-1.1	-0.2	-0.6	-4	-0.8
CC1=C(C(=O)NC(C)c2ccccc2)C2(CCC(C)CC2)OC1=O (stereo not given)	-0.7	-1.4	-1	2	-4.5	5	0.1	-0.1	-0.5	-2	-1.7
Cc1nnc(N2C(=O)C(O)=C(C(=O)c3ccco3)C2c2cccc([N+](=O)[O-])c2)s1 (stereo not given)	-0.4	-0.5	3	3	-0.2	-3	0.9	1.4	0.3	0	2.4
CCN(CC(=O)NCc1cccs1)C(=O)C(c1ccccc1)c1ccccc1	-0.2	-1.0	-3	-5	-1.8	-2	0.0	0.1	0.5	-4	-2.7
COc1cc([N+](=O)[O-])ccc1NC(=O)N1CCCCCC1	-0.2	-1.3	3	-5	0.5	5	-0.5	0.5	-1.1	0	0.8
O=C(O)c1ccc(Sc2ccccn2)c([N+](=O)[O-])c1	-0.4	-1.5	-1	4	2.0	-2	-0.7	nt	1.5	3	-0.8
O=C(NC12CC3CC(CC(C3)C1)C2)N1CCN(C(=O)C2CCCO2)CC1 (stereo not given)	0.5	-1.5	5	12	-0.2	3	1.2	0.2	5.0	4	-0.5

Screening data deposited in PubChem BioAssay by several laboratories.
